Compound activity deposited in PubChem by The Scripps Research Institute Molecular Screening Center.
CHO-K1 Ca PAM: counter-screen for M1 PAMs: effect in parental CHO-K1 cells | ATP EC20, Fluo-8 calcium fluorescence; 0% at ATP EC20, 100% at ATP max | activation, % at 3 µM | 0.02% of 360,000 active;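 active = activation above the run cutoff, the mean activation of all test compounds plus 3 SD, cut at about 40% in these data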;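 also: peak over basal fluorescence ratio in a 140 s read after ATP addition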
TAAR1 agonist: agonists of human TAAR1. Q96RJ0. CHO RD-HGA16 TAAR1, Fluo-8 calcium fluorescence; vehicle wells 0%, saturating PEA agonist 100%. activation, % at 3 µM. 0.99% of 360,000 active. AID 624467;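 active = activation above the mean activation of all test compounds in the run plus 3 SD, cut at about 38% in these data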
Target sequence (Q96RJ0 whole entry, looked up): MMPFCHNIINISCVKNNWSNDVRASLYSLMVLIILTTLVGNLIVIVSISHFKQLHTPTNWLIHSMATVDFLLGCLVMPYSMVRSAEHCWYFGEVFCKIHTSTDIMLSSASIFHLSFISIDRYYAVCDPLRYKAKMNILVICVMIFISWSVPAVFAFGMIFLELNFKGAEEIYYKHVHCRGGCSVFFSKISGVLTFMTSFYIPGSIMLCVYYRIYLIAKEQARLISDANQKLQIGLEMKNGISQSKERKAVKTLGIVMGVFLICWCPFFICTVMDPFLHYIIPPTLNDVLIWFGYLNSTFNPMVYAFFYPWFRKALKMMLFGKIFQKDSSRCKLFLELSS
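Assay system: CHO-derived RD-HGA16 cells with stable Gα16 and human TAAR1; timing: 17-24 h seeding, 75 min 37 °C dye, 30 min RT; read-out: % activation from peak over basal fluorescence ratio, DMSO-to-PEA scaled; measured by: kinetic Fluo-8 calcium fluorescence; benchmarks: low control DMSO, high control PEA (EC100); doses: 3 µM single concentration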
TAAR1 antag: human TAAR1 antagonism. AID 624466. CHO RD-HGA16 TAAR1, Fluo-8 calcium fluorescence, antagonist. Q96RJ0. inhibition, % at 3 µM. 1.5% of 360,000 active;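 active = inhibition above a per-plate cutoff, the mean inhibition of test compounds on that plate plus 3 SD, cut at about 49% in these data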;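 also: 0% = DMSO plus EC80 beta-PEA response and 100% = DMSO alone without agonist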
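Assay system: RD-HGA16 CHO cells with stable hTAAR1 and Gα16 / Reagent: EC80 β-phenethylamine stimulus / Doses: 3 µM, single point / Timing: dye loading 75 min at 37 °C, then 30 min room temperature / Measured by: Fluo-8 intracellular calcium dye fluorescence, real-time kinetic reads / Controls: vehicle wells and EC80 agonist wells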
M1 antag: antagonists of human M1 muscarinic receptor; CHO-K1 hM1, Fluo-8 calcium fluorescence, ACh EC80 antagonist; inhibition, % at 3 µM; 1.3% of 360,000 active; AID 588852;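 active = percent inhibition above its own plate's cutoff, namely the mean of that plate's compound wells plus 3 SD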;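 also: peak over basal fluorescence ratio during 140 s after agonist addition; 0% = ACh EC80 plus DMSO and 100% = DMSO alone without agonist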
CHO parental Ca: counter-screen: ATP calcium response change in parental CHO cells. AID 463079. parental CHO-K1, ATP-induced calcium, Fluo-8 fluorescence. inhibition, % at 5.6 µM. 0.63% of 330,000 active;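 active = inhibition above that plate's mean sample inhibition plus 3 SD, cut at about 26% in these data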;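 also: 0% = ATP-challenged DMSO wells and 100% = DMSO wells without ATP; some compounds past the cut are filed as inactive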
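test system = CHO parental line | reagent = ATP stimulus | measured by = intracellular calcium via Fluo-8 no-wash fluorescent dye | control set = ATP and no-ATP DMSO wells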
CHO-K1 Ca ag: counter-screen for M1 agonists: effect in parental CHO-K1 cells; activation, % at 3 µM; 0.48% of 360,000 active; Fluo-8 calcium fluorescence; scaled to maximal ATP response, vehicle zero; in the data active = activation above about 15%;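 also: untransfected CHO-K1 host cells lacking M1 receptor as counterscreen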
CHO-K1 Ca antag: counter-screen for M1 antagonists: effect in parental CHO-K1 cells; ATP-induced calcium, Fluo-8 fluorescence; inhibition, % at 3 µM; 0.6% of 360,000 active; AID 602250;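 active = inhibition above a per-plate cutoff, the plate's mean sample inhibition plus 3 SD, cut at about 24% in these data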;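 also: 0% = DMSO plus EC80 ATP and 100% = DMSO alone without ATP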
M1 ag: human M1 muscarinic receptor agonism; AID 588814; activation, % at 3 µM; CHO-K1 hM1, Fluo-8 calcium fluorescence, agonist mode; 0% DMSO, 100% acetylcholine EC100; P11229; 0.33% of 360,000 active;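 active = activation above the run's mean compound activation plus 3 SD, cut at about 16% in these data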;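 also: peak over basal fluorescence ratio within a 140 s kinetic read after compound addition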
OXTR potentiator: human OXTR potentiation. P30559. CHO-OTR cells, Fluo-8 calcium fluorescence, potentiator mode; 0% = oxytocin EC15, 100% = EC100. activation, % at 3 µM. 0.061% of 320,000 active. AID 2445;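 active = activation above that plate's cutoff, the mean activation of tested compounds plus 3 SD, cut at about 6.6% in these data, passing the limit was not always enough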;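 also: 100% uses oxytocin at 75 nM as the full agonist control; some results filed as inactive read as strong as hits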
Target sequence (P30559 whole entry, looked up): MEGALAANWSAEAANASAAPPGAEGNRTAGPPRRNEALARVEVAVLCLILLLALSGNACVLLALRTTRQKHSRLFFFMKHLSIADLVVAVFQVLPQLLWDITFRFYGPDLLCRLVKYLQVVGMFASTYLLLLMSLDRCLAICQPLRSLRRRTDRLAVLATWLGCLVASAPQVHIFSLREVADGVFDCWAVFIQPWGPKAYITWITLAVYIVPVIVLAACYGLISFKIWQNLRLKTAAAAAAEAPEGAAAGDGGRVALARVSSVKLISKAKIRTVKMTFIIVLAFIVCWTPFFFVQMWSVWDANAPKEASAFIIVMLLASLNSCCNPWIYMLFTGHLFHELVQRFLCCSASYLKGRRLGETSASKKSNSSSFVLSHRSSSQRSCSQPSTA
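Measured by – Fluo-8 calcium dye fluorescence · Test system – human OTR in CHO cells · Dosing – one concentration, 3.0 µM compound · Controls – EC15 oxytocin alone as 0%, 75 nM oxytocin as 100% · Evaluation – normalized max/min fluorescence ratio, % activation · Timing – 6 min pre-incubation, 100 s read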
Starred values were filed as active, the others as inactive; nt = no result given.

The opening 3 records (preview)
SMILES	CHO-K1 Ca PAM	TAAR1 agonist	TAAR1 antag	M1 antag	CHO parental Ca	CHO-K1 Ca ag	CHO-K1 Ca antag	M1 ag	OXTR potentiator
CCOC(=O)Cc1c(C)nc2c(-c3cccc(Br)c3)cnn2c1C	19	0	-30	-8	-27	-0.5	-15	-6	-7
CCCc1cnc(Nc2nc(C(N)Cc3ccc(OC)cc3)cs2)nc1 (stereo not given)	-6	48*	16	-11	nt	1.5	4	5	nt
CSCC[C@H](NC(=O)c1cccc(S(=O)(=O)N2CCCCC2)c1)c1nc2ccccc2[nH]1	21	2	12	-9	-15	0.9	-20	-5	-6

Results, previewed entries included:
SMILES	CHO-K1 Ca PAM	TAAR1 agonist	TAAR1 antag	M1 antag	CHO parental Ca	CHO-K1 Ca ag	CHO-K1 Ca antag	M1 ag	OXTR potentiator
CCOC(=O)Cc1c(C)nc2c(-c3cccc(Br)c3)cnn2c1C	19	0	-30	-8	-27	-0.5	-15	-6	-7
CCCc1cnc(Nc2nc(C(N)Cc3ccc(OC)cc3)cs2)nc1 (stereo not given)	-6	48*	16	-11	nt	1.5	4	5	nt
CSCC[C@H](NC(=O)c1cccc(S(=O)(=O)N2CCCCC2)c1)c1nc2ccccc2[nH]1	21	2	12	-9	-15	0.9	-20	-5	-6
COC(=O)c1cc(=O)n2c(-c3ccccc3)csc2n1	1	8	5	-1	4	-0.2	-4	-7	-5
CN1C(C(=O)NCc2cccc(C(F)(F)F)c2)CC2Cn3c(nc4cc5ccccc5cc43)C21 (stereo not given)	-9	5	12	22	-29	0.1	0	-4	2
CCC(=O)N1CCc2cc(S(=O)(=O)CCC(=O)Nc3ccc(OC)c(OC)c3)ccc21	17	4	-8	-4	-1	0.4	1	-7	-1
COc1ccc(CNC(=O)COC(=O)c2cc(C)oc2C)cc1	27	1	-24	-17	nt	0.5	-3	-1	nt
CCc1cccc(CC)c1N1C(=O)COCC1=O	-14	1	8	5	nt	0.3	1	-3	nt
Cc1cccc(OCCCC(=O)Nc2nccs2)c1C	11	1	-40	-8	-16	5.1	-10	-2	0
Cc1cccc(NC(=O)c2c(O)c3ccccc3n(C)c2=O)c1	-9	1	-6	-24	-3	-0.3	5	0	-9
O=C(CNC(=O)Cc1ccccc1)NCc1cccs1	14	8	18	-12	6	0.9	-14	-4	-5
COc1cc(CNCCNCC(C)O)ccc1OCc1ccc(Cl)nc1 (stereo not given)	18	6	-14	0	-6	1.6	-11	-10	-2
CCOC(=O)C(=O)Nc1ccc(OC)c(Cl)c1	26	1	-17	-12	-1	1.5	-21	-7	-4
COc1ccc(OC)c(NC(=O)COc2ccc(S(=O)(=O)N3CCCC3)cc2)c1	13	-2	-2	-5	-15	3.8	-15	-6	-7
COc1ccc(CC(=O)Nc2cc3oc4ccccc4c3cc2OC)cc1	16	4	2	-1	-21	0.1	-12	-7	-2
Cc1cnc(C(=O)OCC(=O)Nc2cc(-c3ccccc3)nn2-c2ccccc2)cn1	9	0	-7	-9	-7	0.2	-9	-3	-2
COc1ccc(C2=NN(C(=O)CN3CCCCC3)C(c3ccc(OC)cc3)C2)cc1 (stereo not given)	9	1	2	-1	-11	0.1	-13	-5	-1
Cc1cccc(N(CC(N)=O)C2SC(=O)N(c3ccccc3)C2=O)c1 (stereo not given)	-5	7	-4	4	-6	0.6	-10	-2	-3
COc1ccc(C)cc1S(=O)(=O)N(CC(=O)Nc1cccc([N+](=O)[O-])c1)c1ccccc1	16	4	14	-2	-9	1.9	-15	-6	-9
CCC(=O)Nc1ccc(Cl)c(NC(=O)c2cccnc2)c1	17	11	-5	-3	-11	0.8	-4	-4	-1
O=C(COc1ccc(F)cc1Cl)NC1CCCCCC1	11	17	16	-15	-19	-0.2	-8	-6	-3
CCC(=O)c1ccc(OCC(=O)O)c(OC)c1	18	4	-8	3	0	0.7	-11	-4	-4
Cc1ccccc1NC(=O)c1cccc(OCc2c(C)noc2C)c1	5	8	-4	2	-24	0.8	-4	-5	-7
COc1ccc(-n2nc(C(=O)NCC(=O)N(C)Cc3ccccc3)c3ccccc3c2=O)cc1OC	8	9	49*	3	-23	5.4	-9	-8	-1
Cc1ccc(-n2c(SCC(=O)Nc3ccc4c5c(cccc35)CC4)nc(O)c(C)c2=O)cc1	19	3	-6	-13	-8	0.7	-7	-10	-3
CC(C)c1ccc(OC(=O)NCCO)cc1	12	21	-9	-31	5	0.5	-5	-1	-4
COC(CNC(=O)c1ccc(CS(=O)(=O)c2ccccc2)o1)OC	12	0	-7	-15	-10	0.0	-9	0	-3
Cc1nc(NC(=O)c2cncc(Br)c2)ccc1Br	-3	1	-17	-3	-3	0.5	8	-3	-16
COc1cc(NC(=O)NC(C)(C(F)(F)F)C(F)(F)F)cc(OC)c1OC	2	3	10	0	-4	0.1	2	-2	-6
C=CCN1CCN(C(=O)c2cc3c(s2)CCC(CC)C3)CC1 (stereo not given)	3	-1	-22	2	-24	0.1	-3	-6	-2
Cc1cc(C(=O)NC2CCCCC2)c2cc(F)ccc2n1	7	6	16	-1	-15	0.1	-14	-11	-18
Cc1ccc(NC(=O)CC2=NC(=O)C(CC(=O)Nc3ccccc3C)S2)cc1 (stereo not given)	18	1	0	-4	2	-0.1	-3	-4	-6
CC(Sc1cccc[n+]1[O-])C(=O)Nc1cc(Cl)c(Cl)cc1Cl (stereo not given)	23	3	-22	-16	-13	1.1	-14	-3	-3
CCOC1OC(=O)C(Cl)=C1Nc1ccccc1C (stereo not given)	18	6	-18	-10	-3	0.0	-7	-2	-7
COc1ccc(C2C3=C(NCCN=C3c3ccccc3)C(=O)N2c2ccccc2)c(OC)c1 (stereo not given)	-7	8	9	-5	-6	-0.1	-4	-6	-8
Cc1cccc(C)c1NC(=O)CN(C)C(=O)C1=COCCO1	10	6	7	-12	0	1.0	-15	-4	2
Cc1ccccc1-n1c(=O)c2ccccc2n2nnnc12	19	8	-1	-5	-8	0.5	-14	-3	0
NNC(=O)c1cc(C23CC4CC(CC(C4)C2)C3)nc2ccccc12	5	-1	-19	-7	0	0.6	3	-2	-4
O=C(CCCN1C(=O)c2ccccc2C1=O)NCCCN1CCOCC1	16	2	-7	-8	-8	1.1	-15	-5	-10
COc1ccc(NC(=S)Nc2ccc(Oc3ccccc3)cc2)cc1	8	4	19	2	-17	1.4	-4	1	-18

Not a retest: entries from further up.
SMILES	CHO-K1 Ca PAM	TAAR1 agonist	TAAR1 antag	M1 antag	CHO parental Ca	CHO-K1 Ca ag	CHO-K1 Ca antag	M1 ag	OXTR potentiator
Cc1cc(C(=O)NC2CCCCC2)c2cc(F)ccc2n1	7	6	16	-1	-15	0.1	-14	-11	-18
Cc1ccc(NC(=O)CC2=NC(=O)C(CC(=O)Nc3ccccc3C)S2)cc1 (stereo not given)	18	1	0	-4	2	-0.1	-3	-4	-6

New compounds follow.
SMILES	CHO-K1 Ca PAM	TAAR1 agonist	TAAR1 antag	M1 antag	CHO parental Ca	CHO-K1 Ca ag	CHO-K1 Ca antag	M1 ag	OXTR potentiator
COc1ccc(C(=O)Nc2nc3ccccc3s2)cc1OC	-7	32	24	-5	14	2.0	-4	-3	-3
C=CCC[C@@H](Cc1ccc(F)cc1)C(=O)OC[C@@H](Cc1ccccc1)NC(=O)[C@H](CC=C)CC(=O)NCCO	-7	15	34	-6	-20	5.4	-7	7	-9
COc1ccc(/C=N/NC(=O)c2ccc(N(C)S(=O)(=O)c3ccccc3)cc2)c(OC)c1	15	2	30	-10	-10	1.7	-4	-7	-6
CCOc1ccc(C(=O)NCc2cccs2)cc1	15	4	-17	-3	-17	-0.1	-11	-2	-21
Cn1nc(OCCOc2ccccc2)ccc1=O	14	5	4	-15	0	0.8	-3	-2	-3
Cc1ccnc(NC(c2cccnc2)c2ccc3cccnc3c2O)c1 (stereo not given)	17	8	-7	-8	-25	1.0	-14	-14	-17
CCOCCCN1C(=O)CN(C2CCCCCC2)C(=O)C1c1ccc(OC)cc1 (stereo not given)	12	-2	-3	-11	-6	0.1	0	-4	-2
Cc1cc(C(=O)CSc2nnc(-c3ccccc3F)o2)c(C)n1Cc1cccs1	19	1	10	-3	-3	2.5	-10	0	-6
CCC(C)[C@H](NC(=O)[C@H](Cc1ccccc1)n1c(=O)[nH]c2ccccc2c1=O)C(=O)NCC1CCC(C(=O)O)CC1 (stereo not given in full)	6	0	14	-1	-10	-0.4	4	-1	-4
O=C(NC(=S)Nc1ccc(F)cc1)C1CCCCC1	18	-2	-13	-8	-4	0.5	-9	-5	-10
CCCCCNC(=O)C1c2ccccc2Oc2ccccc21	2	4	-7	-2	-9	-0.4	-6	-7	-5
COC(=O)C(N)Cc1ccc(O)cc1 (stereo not given)	15	6	-3	-12	-2	0.6	-4	-2	-13
Cc1[nH]c2ccccc2c1C(=O)COC(=O)c1cccc(S(=O)(=O)N2CCCCC2)c1	12	16	9	-5	9	0.8	-8	-7	-9
COc1cccc(-n2nnnc2SCC(=O)Nc2ccc3c(c2)OCCO3)c1	-5	2	8	10	5	0.1	10	-2	-4
Cc1ccc(Cc2c(-c3ccc(C)cc3)nc3cc(C)ccn23)cc1	7	0	-20	-9	nt	0.1	2	-7	nt
O=C(Nc1nc(-c2cccs2)cs1)C1=COCCO1	12	1	-17	-10	-11	0.2	-8	-6	5
COc1ccc(NC(=O)CNc2cc(C)ccc2C)cc1S(=O)(=O)N1CCOCC1	-2	5	7	12	-2	0.1	7	-2	-1
Cc1ccc2c(C)c(C(=O)N3CCCCC3CO)oc2c1C (stereo not given)	-7	0	-21	8	6	0.2	2	-3	-9
CC(=O)NC1C(=O)N=C(SCC(=O)Nc2ccc(C(F)(F)F)cc2Cl)NC1=O (stereo not given)	-1	7	-14	-4	-1	8.3	5	-3	-11
S=C(Nc1ccccc1)Nc1cc(Cl)ccc1Oc1ccccc1	7	5	12	-28	-10	-0.6	-5	-5	-4
Cn1nnnc1SCC(=O)NC(C)(C)C	13	13	-17	-25	-6	1.4	-9	-1	-12
CCn1cc(CNC(=O)c2ccc3nc(Cc4ccccc4F)oc3c2)cn1	17	7	10	5	-3	10	-12	6	-12
O=C1c2ccccc2C(=O)c2c1cccc2N1CCOCC1	20	4	-2	-3	-16	0.5	-9	-5	0
CN(C(=O)c1ccncc1)C1CC(C)(C)N(O)C(C)(C)C1	18	4	3	-14	5	0.1	-9	-3	-3
O=C(CCn1c2c(c3ccccc31)CCCC2)NNC(=O)c1ccccc1Cl	23	10	-29	-10	-20	0.7	-4	-8	-9
CCn1c(C)nc2cc(C(=O)NNC(=S)Nc3ccccc3Cl)ccc21	-4	0	10	-3	-11	0.2	-3	-4	-6
O=S1(=O)CCOC[C@H](Cc2ccccc2)N1Cc1cccc(F)c1	5	10	0	2	-15	-0.3	-4	-8	-9
